ARNT-TACC3 inh – disrupts binding between human ARNT and TACC3 | AID 623870 | hit rate 0.66% among 390,000 | inhibition, % at 9.99 µM | Q9Y6A5 | AlphaScreen His-ARNT PAS-B/GST-TACC3 binding, luminescence; TACC3 fragment carries E629A point mutation;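 active means mean inhibition of replicates at least 50% and at least half of replicates each reaching 50%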;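 further: 0% = complete ARNT plus TACC3 wells and 100% = ARNT alone without TACC3; many hits fall short of the cut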
EWS-Fli block – blocks EWS/Fli oncoprotein-driven transcription. hit rate 0.67% among 350,000. AID 651661. inhibition, % at 12.6 µM. A673 NR0B1-luciferase reporter, viability-normalised;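 active means mean inhibition of at least 50% after viability correction, with every replicate also passing that limit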;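 further: firefly luciferase signal divided by Alamar Blue viability fluorescence both relative to DMSO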
SIRT5 block – sirtuin-5 (human) deacylase inhibition | Q9NXA8 | Purified SirT5, succinyl-peptide AMC, trypsin-coupled fluorescence | hit rate 1.1% among 330,000 | AID 652115 | inhibition, % at 15 µM; in the data active means inhibition above about 15%
Target sequence (Q9NXA8 whole entry, looked up): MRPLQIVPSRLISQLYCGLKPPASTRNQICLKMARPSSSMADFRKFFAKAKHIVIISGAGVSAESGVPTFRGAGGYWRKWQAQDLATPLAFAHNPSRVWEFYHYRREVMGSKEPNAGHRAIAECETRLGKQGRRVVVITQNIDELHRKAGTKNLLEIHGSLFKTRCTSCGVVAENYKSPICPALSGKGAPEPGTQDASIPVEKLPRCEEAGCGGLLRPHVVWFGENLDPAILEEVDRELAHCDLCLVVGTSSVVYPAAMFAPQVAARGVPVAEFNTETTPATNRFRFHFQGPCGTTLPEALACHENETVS
PAX8 inh HTS – lowers PAX8-driven luciferase in RMG-I cells; RMG-I TPO-luciferase reporter, SteadyGlo, 24 h; inhibition, % at 12.6 µM; hit rate 1.2% among 360,000; AID 652154;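 active means mean replicate inhibition at least 60% with every replicate also reaching 60%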;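 further: luciferase light reporting Pax8 driven TPO promoter activity; plate controls were median of neutral control wells for no effect and mitoxantrone controls for full effect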
CASP6 VEID inh – inhibitors of human caspase-6. P55212. purified caspase-6, Z-VEID-R110 cleavage fluorescence. inhibition, % at 12.5 µM. hit rate 0.53% among 350,000;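 active means mean inhibition across replicates at least about 35%, with every replicate also reaching that limit, limit read from the data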;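 further: 0% = median of neutral control wells and 100% = no fluorescence left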
Target sequence (P55212 24-179 limits assumed): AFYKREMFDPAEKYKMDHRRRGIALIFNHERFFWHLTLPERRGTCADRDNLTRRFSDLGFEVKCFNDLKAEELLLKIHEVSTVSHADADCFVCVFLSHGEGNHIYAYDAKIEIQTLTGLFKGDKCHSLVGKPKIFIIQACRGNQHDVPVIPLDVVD
Target sequence (P55212 194-293 limits assumed): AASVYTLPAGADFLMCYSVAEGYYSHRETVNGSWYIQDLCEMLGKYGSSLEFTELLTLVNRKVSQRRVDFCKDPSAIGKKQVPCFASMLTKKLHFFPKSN
* = called active by the depositor; nt = not tested or not shown.

Labels used below: A = ARNT-TACC3 inh; B = EWS-Fli block; C = SIRT5 block; D = PAX8 inh HTS; E = CASP6 VEID inh
O=C(c1ccc(Cn2c(=O)[nH]c3ccccc3c2=O)cc1)N1CCN(c2ccccc2)CC1
  A: 28 | B: nt | C: nt | D: 0 | E: nt
COC(=O)c1ccc(Sc2ccccc2NS(=O)(=O)c2ccc(OC)cc2)nc1
  A: -8 | B: nt | C: nt | D: 31 | E: nt
COc1ccc(Cn2c(/C=C/c3ccccc3)nc3ccccc32)cc1
  A: -6 | B: nt | C: nt | D: -205 | E: nt
Cc1ccc(C)c(S(=O)(=O)NCc2ccncc2)c1
  A: -3 | B: nt | C: nt | D: 5 | E: nt
COCC(=O)N/N=C/c1ccc(Sc2nc3ccccc3s2)o1
  A: -3 | B: nt | C: nt | D: -18 | E: nt
CC(C)(C)Nc1nc(C(N)=O)nc(N2CCOCC2)n1
  A: 22 | B: nt | C: nt | D: 7 | E: nt
CC(=O)Nc1cccc(OCC(O)Cn2cnc3ccccc32)c1 (stereo unspecified)
  A: 1 | B: nt | C: nt | D: 14 | E: nt
CCc1[nH]c(=O)c(C#N)c2c1CCCC2
  A: -8 | B: nt | C: nt | D: 7 | E: nt
CCOC(=O)NC(=O)CSc1nc(C)cc(C(F)(F)F)c1C#N
  A: 2 | B: nt | C: nt | D: -92 | E: nt
COc1ccccc1N1C(=O)CC(N2CCc3ccccc32)C1=O (stereo unspecified)
  A: 0 | B: nt | C: nt | D: -2 | E: nt
CC(=O)NS(=O)(=O)c1ccc(NC(=S)NC(=O)c2ccco2)cc1
  A: -5 | B: nt | C: nt | D: -2 | E: nt
O=C(OC1CCOC1=O)c1ccc(S(=O)(=O)N2CCCCCC2)cc1 (stereo unspecified)
  A: -7 | B: nt | C: nt | D: 14 | E: nt
O=C1c2ccccc2C(=O)C12Cc1ccccc1N1CCN(c3ccccc3)CC12 (stereo unspecified)
  A: -12 | B: nt | C: nt | D: -4 | E: nt
O=C(OCC(=O)N1CCN(C(=O)c2ccco2)CC1)c1sc2cc(F)ccc2c1Cl
  A: -5 | B: nt | C: nt | D: -17 | E: nt
CC1(C)NC(=O)N(CC(O)CN(Cc2ccccc2)Cc2ccccc2)C1=O (stereo unspecified)
  A: -4 | B: nt | C: nt | D: 11 | E: nt

An excerpt from above with just ARNT-TACC3 inh.
SMILES	ARNT-TACC3 inh
Cc1ccc(C)c(S(=O)(=O)NCc2ccncc2)c1	-3
COCC(=O)N/N=C/c1ccc(Sc2nc3ccccc3s2)o1	-3
CC(C)(C)Nc1nc(C(N)=O)nc(N2CCOCC2)n1	22
CC(=O)Nc1cccc(OCC(O)Cn2cnc3ccccc32)c1 (stereo unspecified)	1
CCc1[nH]c(=O)c(C#N)c2c1CCCC2	-8
CCOC(=O)NC(=O)CSc1nc(C)cc(C(F)(F)F)c1C#N	2

The list goes on.
Labels used below: A = ARNT-TACC3 inh; B = EWS-Fli block; C = SIRT5 block; D = PAX8 inh HTS; E = CASP6 VEID inh
CC(=O)C(CC(=O)N1CCCc2ccccc21)C(=O)Nc1ccc(F)cc1 (stereo unspecified)
  A: 2 | B: nt | C: nt | D: -16 | E: nt
Cc1ccc(S(=O)(=O)NCCc2ccncc2)cc1
  A: -6 | B: nt | C: nt | D: -1 | E: nt
O=C(CSc1nnc(-c2ccccc2Br)o1)Nc1cccc2ccccc12
  A: -6 | B: nt | C: nt | D: -20 | E: nt
CCOc1ccc(OCC)c(NC(=O)CSc2nnc(-c3cccnc3)o2)c1
  A: -7 | B: nt | C: nt | D: 4 | E: nt
O=C(OC(C(=O)O)C(OC(=O)c1ccccc1)C(=O)NCc1ccccc1)c1ccccc1 (stereo unspecified)
  A: -3 | B: nt | C: nt | D: 5 | E: nt
O=C(O)c1ccc(-n2nc(C(F)(F)F)c3c2-c2ccoc2CC3)cc1
  A: -1 | B: nt | C: nt | D: 11 | E: nt
O=C(c1ccc(Cl)cc1)c1cnc(Nc2ccccc2)s1
  A: -6 | B: nt | C: nt | D: -163 | E: nt
CSc1nnc2c3cc(F)ccc3n(Cc3ccccc3)c2n1
  A: -5 | B: nt | C: nt | D: -14 | E: nt
COc1ccc(S(=O)(=O)Nc2nncs2)cc1
  A: -5 | B: nt | C: nt | D: 10 | E: nt
Cc1cc(C)c2c(CN3CCN(CCO)CC3)cc(=O)oc2c1
  A: -2 | B: nt | C: nt | D: -13 | E: nt
Cc1cc(Cl)ccc1Oc1cccc(C(=O)/C(C#N)=C/N(C)C)c1
  A: -2 | B: nt | C: nt | D: 13 | E: nt
Cc1ccc2nc3c(cc2c1)c(NC(=O)c1ccccn1)nn3CC(C)C
  A: -114 | B: nt | C: nt | D: -10 | E: nt
COC(=O)c1cccc(COC(=O)CNC(=O)c2ccco2)c1
  A: -7 | B: nt | C: nt | D: -2 | E: nt
COc1ccc(-c2n[nH]c3c2C(c2ccc(OC)c(OC)c2)N(c2ccccc2)C3=O)cc1 (stereo unspecified)
  A: 4 | B: nt | C: nt | D: -4 | E: nt
Cc1ccc(C(=O)c2c[nH]cc2-c2ccccc2)cc1
  A: -3 | B: nt | C: nt | D: -13 | E: nt
CCS(=O)(=O)N1CCN(C(=O)CC(C)C)CC1
  A: -2 | B: nt | C: nt | D: 5 | E: nt
O=C(OC(C(=O)NCc1cccs1)c1ccccc1F)c1ccco1 (stereo unspecified)
  A: -1 | B: nt | C: nt | D: -22 | E: nt
COc1ccc(Cc2nnn(CC(=O)O)n2)cc1
  A: -1 | B: nt | C: nt | D: -5 | E: nt
O=c1[nH]c(N2CCCCC2)nc2c1CCCC2
  A: 13 | B: nt | C: nt | D: 33 | E: nt
C=CCOC(=O)COc1ccc2c(C)c(CC)c(=O)oc2c1
  A: -9 | B: nt | C: nt | D: 5 | E: nt
O=C(NC1CC1)C1CCCN1S(=O)(=O)c1ccc2ccccc2c1 (stereo unspecified)
  A: 0 | B: nt | C: nt | D: 29 | E: nt
O=C(CSc1nnc(-c2ccncc2)n1Cc1ccccc1)Nc1nccs1
  A: -3 | B: nt | C: nt | D: 16 | E: nt
CC12CCC3(CO)COC(c4ccccc4O1)C2C3 (stereo unspecified)
  A: 0 | B: nt | C: nt | D: 16 | E: nt
Cc1ccc(S(=O)(=O)NCCC(=O)OCn2nnc3ccccc3c2=O)cc1
  A: -1 | B: nt | C: nt | D: -7 | E: nt
O=C(Nc1cccc(Cl)c1N1CCCC1)c1ccc(Br)o1
  A: -1 | B: nt | C: nt | D: 6 | E: nt
Nc1nnnn1/N=C/c1ccco1
  A: -1 | B: nt | C: nt | D: -8 | E: nt
Cc1ccc(S(=O)(=O)CCc2nnc(N)s2)cc1
  A: -4 | B: nt | C: nt | D: -8 | E: nt
CCc1nnc(NC(=O)CSc2ncc(-c3ccccc3)n2C)s1
  A: 7 | B: nt | C: nt | D: -10 | E: nt
O=C(O)CCCCCCNS(=O)(=O)c1ccccc1
  A: -4 | B: nt | C: nt | D: -12 | E: nt
CCCCN(CC)S(=O)(=O)c1ccccc1
  A: 4 | B: nt | C: nt | D: -4 | E: nt
COc1ccc(-c2nnc3sc(-c4ccccc4OC)nn23)cc1
  A: 1 | B: nt | C: nt | D: -30 | E: nt
CCCN1C2CCCC1CC(NC(=O)c1ccc(F)cc1)C2 (stereo unspecified)
  A: -8 | B: nt | C: nt | D: 5 | E: nt
CCN1CCN(c2ccc(NC(=O)c3ccc4c(c3)OCO4)cc2)CC1
  A: -3 | B: nt | C: nt | D: -150 | E: nt
O=S(=O)(Nc1ccc(N2CCOCC2)cc1)c1ccc(Cl)s1
  A: 1 | B: nt | C: nt | D: 0 | E: nt
Cc1ccc(OCc2nc(C#N)c(N3CCN(Cc4ccccc4)CC3)o2)cc1
  A: 16 | B: nt | C: nt | D: 2 | E: nt
O=C(NCc1ccc(N2CCCC2=O)cc1)c1cn(Cc2ccccc2)nn1
  A: -4 | B: nt | C: nt | D: 12 | E: nt
Cc1cc(C)c2ccc(N)nc2c1O
  A: 22 | B: nt | C: nt | D: -6 | E: nt
COc1cc(C(=O)NCCOc2cccc(C)c2)c(Br)c(OC)c1OC
  A: -1 | B: nt | C: nt | D: 9 | E: nt
CCN(CC)c1ccc(-n2c(C)c(C(C)=O)c(C(C)=O)c2C)cc1
  A: 2 | B: nt | C: nt | D: 2 | E: nt
COc1cccc(C2Nc3cc(Cl)c(S(N)(=O)=O)cc3S(=O)(=O)N2)c1 (stereo unspecified)
  A: -7 | B: nt | C: nt | D: -3 | E: nt
CCCc1nnc(NC(=O)c2cccs2)s1
  A: -5 | B: nt | C: nt | D: -112 | E: nt
CCOC(=O)c1cn2nc(-c3ccc(OCC)cc3)cc2nc1C1CCN(C(=O)OC(C)(C)C)CC1
  A: -9 | B: nt | C: nt | D: -13 | E: nt
CCOP(=O)(OCC)c1nc(/C=C/c2ccccc2)oc1NCc1ccccc1
  A: -25 | B: nt | C: nt | D: 11 | E: nt
O=C(O)c1ccc(SCc2cnc(Cl)s2)cc1
  A: -4 | B: nt | C: nt | D: 17 | E: nt
O=C1c2ccccc2C(=O)N1c1ccc(Cl)cn1
  A: -4 | B: nt | C: nt | D: -8 | E: nt
C/C(=C\C(=O)c1ccccc1)NNc1nc2ccccc2s1
  A: 21 | B: nt | C: nt | D: -7 | E: nt
Cn1c(SCC2CCCCC2)nnc1-c1ccncc1
  A: 1 | B: nt | C: nt | D: -28 | E: nt
COCCn1c(SCc2csc(-c3ccccc3)n2)nc2ccccc21
  A: -8 | B: nt | C: nt | D: -10 | E: nt
COc1ccc(S(=O)(=O)n2c(CCN3CCOCC3)nc3ccccc32)cc1
  A: 7 | B: nt | C: nt | D: -16 | E: nt
CC(C)(C)NC(=O)Cn1c(SCC(=O)Nc2nccs2)nc2ccccc21
  A: -20 | B: nt | C: nt | D: -6 | E: nt
O=C(O)CN1C(=O)c2cccc(Oc3ccc(Cl)cc3)c2C1=O
  A: -5 | B: nt | C: nt | D: -11 | E: nt
O=C(NNC(=O)C1CCCO1)c1ccc(Cl)cc1 (stereo unspecified)
  A: -4 | B: nt | C: nt | D: 0 | E: nt
CON(C)c1nc(OCCNC(=O)COc2ccc(Cl)cc2C)nc(N(C)C)n1
  A: -7 | B: nt | C: nt | D: 6 | E: nt
COc1ccc(C2=[N+]([O-])C(C)(C)N(O)C2C)cc1 (stereo unspecified)
  A: 10 | B: nt | C: nt | D: -6 | E: nt
CCOC(=O)N1CCN(Cc2nc3c(c(=O)n(C)c(=O)n3C)n2Cc2ccccc2C)CC1
  A: -2 | B: nt | C: nt | D: 17 | E: nt
O=C(COc1ccc2ccccc2c1)Nc1cccc2cccnc12
  A: 2 | B: nt | C: nt | D: -3 | E: nt
CCN=C1SC(CC(=O)NC(N)=O)C(=O)N1CC (stereo unspecified)
  A: -9 | B: nt | C: nt | D: -18 | E: nt
C[C@@H]1CN([C@H](C)CO)C(=O)CCCn2cc(nn2)CO[C@@H]1CN(C)C(=O)c1ccccc1
  A: nt | B: -3 | C: nt | D: 4 | E: nt
NC(=O)c1oc2ccccc2c1NC(=O)C1CC(=O)N(c2ccccc2)C1 (stereo unspecified)
  A: nt | B: -7 | C: nt | D: -14 | E: nt
C[C@@H]1CCn2cc(nn2)COC[C@H](c2ccccc2)NC1=O
  A: nt | B: 5 | C: nt | D: -3 | E: nt

The final two compounds of the part before come first, to join the parts:
Labels used below: A = ARNT-TACC3 inh; B = EWS-Fli block; C = SIRT5 block; D = PAX8 inh HTS; E = CASP6 VEID inh
NC(=O)c1oc2ccccc2c1NC(=O)C1CC(=O)N(c2ccccc2)C1 (stereo unspecified)
  A: nt | B: -7 | C: nt | D: -14 | E: nt
C[C@@H]1CCn2cc(nn2)COC[C@H](c2ccccc2)NC1=O
  A: nt | B: 5 | C: nt | D: -3 | E: nt
C[C@@H]1CN([C@H](C)CO)C(=O)c2cc(NS(=O)(=O)c3ccccc3)ccc2O[C@H]1CN(C)S(=O)(=O)c1ccc(Cl)cc1
  A: nt | B: -7 | C: nt | D: 3 | E: nt
COc1cccc(S(=O)(=O)N(C)C[C@H]2OCc3ccccc3-c3c(n(C)c4ccccc34)C(=O)N([C@@H](C)CO)C[C@@H]2C)c1
  A: nt | B: -2 | C: nt | D: 17 | E: nt
COCCOC(=O)N1C(=O)[C@@]2(c3cc(C#Cc4ccc(OC)cc4)ccc31)[C@H](c1ccc(O)cc1)N1[C@H](c3ccccc3)[C@H](c3ccccc3)OC(=O)[C@H]1[C@@H]2C(=O)N1CCCCCCC1
  A: nt | B: -19 | C: nt | D: 5 | E: nt
Cn1cnc(S(=O)(=O)N2CCCCN3[C@H](CO)[C@H](c4ccc(C#CC5CC5)cc4)[C@H]3C2)c1
  A: nt | B: 18 | C: nt | D: 4 | E: nt
CC(=O)NC(c1cccc([N+](=O)[O-])c1)c1c(OC(C)=O)ccc2ccccc12 (stereo unspecified)
  A: nt | B: nt | C: -3 | D: nt | E: -1
Cc1cc(-c2[nH]nc3c2C(c2ccc(Cl)cc2)C(C#N)=C(N)O3)c(C)s1 (stereo unspecified)
  A: nt | B: nt | C: 0 | D: nt | E: 7
CC1(C)Oc2ccc(C(=O)N3CCCCC3)cc2N(CC(=O)NCc2ccccc2)C1=O
  A: nt | B: nt | C: 0 | D: nt | E: 2
CCC(c1nnnn1Cc1ccco1)N1CCC(C(N)=O)CC1 (stereo unspecified)
  A: nt | B: nt | C: 0 | D: nt | E: -4

The list is partial; count on the stated rates, not on these rows.
